M. tuberculosis: growth inhibition of non-replicating M. tuberculosis (AID 488890). Mycobacterium tuberculosis non-replicating, growth inhibition; higher % means a stronger effect. inhibition, % at 25 µM; hits with a dose series show IC50 in µM. actives 0.39% (n = 320,000); in the data active = a potency from the dose series; inconclusive = inhibition mostly from about 82% at the one dose, without a potency; inactive = the rest, 99 in 100 with inhibition below about 76%;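 note: plate controls were DMSO cells for no effect and high antibiotic wells for full effect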
H37Rv inhibition: M. tuberculosis growth inhibition, HTS (AID 449762). M. tuberculosis H37Rv growth inhibition, 7H9 media; higher % means a stronger effect. inhibition, % at 25 µM, or IC50 in µM where a hit was titrated. actives 0.59% (n = 330,000); in the data active = a potency from the dose series; inconclusive = inhibition above about 70% without an active follow-up result;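 note: bacterial growth assessed after seven days of incubation; strong numbers were not always called active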
Salmonella PhoP GFP: Inhibition of PhoP regulon, Salmonella typhi GFP reporter cells, confirmation, 4 h (AID 1850); Salmonella Typhi PhoP-promoter GFP reporter, fluorescence, 4 h; higher % means a stronger effect; one-dose inhibition, % at 50 µM; IC50 in µM for titrated hits; actives 0.33% (n = 310,000); in the data active = a potency from the dose series; inconclusive = inhibition mostly from about 25% at the one dose, without a potency; inactive = the rest, 99 in 100 with inhibition below about 19%;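 note: 0% = induced wells with vehicle and 100% = uninduced wells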
VEEV TC-83 Vero: inhibitors of VEEV TC-83 cytopathic effect, confirmation, Vero cells (AID 588727). actives 0.13% (n = 350,000). one-dose inhibition, % at 20 µM; IC50 in µM for titrated hits. Vero cells, VEEV TC-83 cytopathic effect inhibition; higher % means a stronger effect; in the data active = a potency from the dose series; inconclusive = inhibition mostly from about 14% at the one dose, without a potency; inactive = the rest, 99 in 100 with inhibition below about 12%; note: strong numbers were not always called active
H1N1 NS1A inhibition: NS1A inhibition, H1N1 influenza, cell based functional assay (AID 504329) | inhibition, % at 12.5 µM, or IC50 in µM where a hit was titrated | actives 0.3% (n = 340,000) | NS1A functional cell-based assay, percent inhibition; higher % means a stronger effect; in the data active = a potency from the dose series; inconclusive = inhibition above about 27% without an active follow-up result; note: strong numbers were not always called active
VEEV TC-83 Vero 10K pilot screen: also measured in VEEV TC-83 Vero; calls as there; inhibition, %; measured here: 10K pilot screen inhibition
Starred values were filed as active, the others as inactive; i = inactive; ? = inconclusive; . = no result given.

SMILES	M. tuberculosis	H37Rv inhibition	Salmonella PhoP GFP	VEEV TC-83 Vero	H1N1 NS1A inhibition	others
CCn1c(CNC(=O)COc2ccc(C(C)C)cc2)nnc1SCC(=O)Nc1ccccc1F	31.2%	-6.7%	-0.5%	i	-9.2%
COc1cccc(NC(=O)CSc2nnc(C)s2)c1	9.1%	-1.6%	-2.4%	3.7%	-8.0%
CN(C)C1(CNC(=O)C2CCC(=O)N(CCc3ccc(Cl)cc3)C2)CCCCC1 (stereo not given)	-11.0%	-5.0%	-5.4%	i	-2.0%
CN(Cc1ccccn1)C(=O)C1CCC(=O)N(CCc2ccc(Cl)cc2)C1 (stereo not given)	-3.7%	-4.3%	-4.7%	0.9%	2.5%
O=c1ccc(Cl)cn1Cc1ccccc1F	-5.8%	-3.8%	4.9%	0.7%	-7.2%
CCOC(=O)c1c(NC(=O)c2cc(CC(C)C)on2)sc(C(C)=O)c1C	1.0%	-2.8%	0.2%	11.0%	-5.2%
Cc1ccc(C(=O)NC2CCN(S(=O)(=O)c3ccccc3)CC2)cc1	-2.3%	4.9%	-2.8%	1.0%	7.3%
CCOC(=O)NC(=O)CSc1cc(C)c2cc(C)cc(C)c2n1	49.4%	6.3%	1.4%	0.6%	0.8%
COCCCNc1nc2c(-c3ccc(Cl)cc3)nnn2c2ccccc12	.	-6.7%	-1.0%	0.9%	1.0%
COc1ccc(S(=O)(=O)N2CCN(C(=S)NC3CCCCC3)CC2)cc1	0.1%	10.5%	1.8%	1.2%	-16.4%
CC1(C)Cc2c(sc(NC(=O)C(=O)NCC3CCCO3)c2C(=O)O)CO1 (stereo not given)	-3.6%	3.3%	8.2%	1.1%	1.9%
CC(C)(C)N1C(=O)c2ccc(C(=O)NCc3ccco3)cc2C1=O	-5.9%	1.1%	14.9%	3.0%	18.2%	VEEV TC-83 Vero 10K pilot screen=1.4

Brought forward from above: 7 entries; new compounds follow.
SMILES	M. tuberculosis	H37Rv inhibition	Salmonella PhoP GFP	VEEV TC-83 Vero	H1N1 NS1A inhibition	others
CCOC(=O)c1c(NC(=O)c2cc(CC(C)C)on2)sc(C(C)=O)c1C	1.0%	-2.8%	0.2%	11.0%	-5.2%
Cc1ccc(C(=O)NC2CCN(S(=O)(=O)c3ccccc3)CC2)cc1	-2.3%	4.9%	-2.8%	1.0%	7.3%
CCOC(=O)NC(=O)CSc1cc(C)c2cc(C)cc(C)c2n1	49.4%	6.3%	1.4%	0.6%	0.8%
COCCCNc1nc2c(-c3ccc(Cl)cc3)nnn2c2ccccc12	.	-6.7%	-1.0%	0.9%	1.0%
COc1ccc(S(=O)(=O)N2CCN(C(=S)NC3CCCCC3)CC2)cc1	0.1%	10.5%	1.8%	1.2%	-16.4%
CC1(C)Cc2c(sc(NC(=O)C(=O)NCC3CCCO3)c2C(=O)O)CO1 (stereo not given)	-3.6%	3.3%	8.2%	1.1%	1.9%
CC(C)(C)N1C(=O)c2ccc(C(=O)NCc3ccco3)cc2C1=O	-5.9%	1.1%	14.9%	3.0%	18.2%	VEEV TC-83 Vero 10K pilot screen=1.4
COc1ccc(C(=O)OCC(=O)NC2CCCCCCC2)cc1OC	13.3%	5.6%	.	1.7%	4.3%
COc1ccc2c(c1)C(C)=CC(C)(C)N2S(=O)(=O)c1ccc(C)cc1	5.5%	4.0%	7.6%	3.7%	-4.6%
CCC1=C(OC(=O)N(CC)CC)N2C(=O)OC(=NCc3ccccc3)[C@]2(C)[C@H]2C1=CC[C@H]1C(=O)N(CC)C(=O)[C@H]12	5.0%	3.8%	1.5%	i	-20.5%
O=C1C[C@@H]2c3c(cccc3CN1Cc1ccc(Br)cc1)C[C@@H](O)[C@H]2O	.	.	.	i	6.1%
O=C(CSc1nc2ccccc2n1CC(=O)N1CCCCC1)N1CCCCC1	3.0%	-7.9%	-3.8%	0.8%	-9.5%
COc1cc(/C=C/C(=O)O)cc(S(=O)(=O)NCc2ccco2)c1OC	-6.0%	37.9%	-13.8%	0.1%	3.0%
CC(=O)Nc1c2c(nn1-c1ccc(C)cc1)CS(=O)(=O)C2	-5.4%	2.6%	-3.9%	0.0%	-6.4%
COc1ccc(CCNC(=O)c2c([S-])n(-c3ccc(C)cc3)c3cccc[n+]23)cc1	39.0%	5.5%	-1.0%	8.2%	-2.7%
COc1ccc(C(O)CNc2ccc(C)cc2)cc1 (stereo not given)	i	-1.2%	3.0%	i	1.4%
Cc1ccc(N2C(=O)NC(=O)C(CCc3ccncc3)(Cc3cccc(Cl)c3Cl)C2=O)cc1 (stereo not given)	-5.3%	19.0%	-10.2%	10.3%	-3.7%
S=c1[nH]cc(Cc2ccccc2)s1	78.1%	-3.2%	-29.7%	i	7.2%
O=C(O)CC1(CC(=O)Nc2ccc3sccc3c2)CCCCC1	3.5%	1.7%	-25.1%	2.2%	.
CCn1cc(C(=O)N[C@H](C(=O)NCCCO)C(C)C)c(=O)c2cc3c(cc21)OCO3	-3.3%	-4.5%	-3.0%	i	-10.9%
COc1ccc(C(=O)C(OC(=O)c2ccc(C)c(NC(C)=O)c2)c2ccccc2)cc1 (stereo not given)	8.3%	-14.1%	-0.3%	2.2%	3.9%
COC(=O)/C(=C/c1ccco1)NC(=O)c1ccco1	-4.5%	-2.4%	4.9%	1.2%	-6.6%
COc1ccc(C2c3c(ccc4ccccc34)Oc3ncn4nc(CO/N=C/c5ccccc5)nc4c32)cc1 (stereo not given)	-3.9%	-4.3%	9.6%	i	0.8%
CCc1cccc(CC)c1-n1c(-c2cccnc2)n[nH]c1=S	-11.6%	-4.9%	-8.1%	0.8%	1.0%
CCOc1ccc(C2C(C(=O)c3ccco3)=C(O)C(=O)N2CCCn2ccnc2)cc1OC (stereo not given)	1.3%	8.1%	-8.1%	4.3%	4.5%
CC1(C)C[C@H](O)[C@]2(CO)[C@H](O)C[C@]3(C)C(=CCC4[C@@]5(C)CC[C@H](O)C(C)(C)C5CC[C@]43C)[C@@H]2C1 (stereo not given in full)	72.4%	1.7%	.	13.2%	11.9%
CCc1ccccc1N(CC)C(=O)C1CCN(c2ncnc3c2nc2n3CCCCC2)CC1	39.5%	-1.1%	6.7%	6.1%	-3.2%
Cc1cc(NC(=O)Cc2cn3ccsc3n2)n(-c2ccccc2)n1	9.2%	-0.5%	-0.8%	1.7%	7.7%
CCCCN1C(=O)C(=O)N(CC(=O)Nc2ccccc2C(=O)OCC)C1=O	20.7%	3.8%	8.3%	0.6%	-11.1%
C[n+]1cc(-c2ccccc2)oc1-c1ccccc1	24.0%	-1.9%	0.5%	0.5%	-0.4%
O=C1c2cccc3cccc(c23)C(=O)N1CC1CCCO1 (stereo not given)	13.1%	5.1%	-1.5%	1.9%	-13.1%
CCN(CC)C(=O)C1CCCN(Cc2ccc3c(c2)OCO3)C1 (stereo not given)	-17.5%	-13.3%	-24.1%	0.4%	9.9%
Cc1cccc(Cn2ccc(NC(=O)c3ccc4c(c3)OCO4)n2)c1	4.51µM*	?	5.7%	1.1%	14.9%
COc1ccc([N+](=O)[O-])cc1NC(=O)CSCc1cc(C)cc(C)c1	63.8%	11.1%	-7.2%	0.0%	6.3%	VEEV TC-83 Vero 10K pilot screen=2.0
CC(C)C(=O)Nc1nnc(CCN(CCc2nnc(NC(=O)C(C)C)s2)[N+](=O)[O-])s1	-3.4%	4.8%	0.5%	0.5%	2.2%
C#CCOCCOCCOCCNc1nc(N2CCN(C(=O)Cn3cc(CCCCN)nn3)CC2)nc(N2CCN(C(=O)[C@H](Cc3ccc(O)cc3)n3cc(CCO)nn3)CC2)n1	.	.	.	0.4%	-5.5%
O=C1NCCCC1C(=O)N1CCCCC1 (stereo not given)	-23.6%	-6.2%	-1.9%	5.8%	-13.8%
CCOC(=O)N1CCN(S(=O)(=O)c2ccc(C(=O)N(CCN(C)C)c3nc4ccc(CC)cc4s3)cc2)CC1	2.1%	-4.2%	-10.1%	1.3%	11.1%
Cc1ccc(Nc2nc(N)nc(CN3CCN(Cc4ccccc4)CC3)n2)cc1Cl	?	?	-5.8%	6.9%	4.0%
Cc1cc(C)c2c(n1)nn1c(-n3ccnc3)cc(C)nc21	.	.	-3.5%	6.9%	1.1%
O=C(O)c1cc(S(=O)(=O)Nc2ccc3oc(=O)sc3c2)ccc1O	8.5%	-0.1%	-4.7%	.	.
COC(=O)c1ccccc1S(=O)(=O)NNC(=O)C12CC3CC(CC(C3)C1)C2	6.8%	5.3%	.	i	2.5%
COc1ccc(-c2nn(-c3ccccc3)cc2/C=C2/SC(=S)N(Cc3ccco3)C2=O)c(C)c1	9.1%	-13.9%	-8.0%	i	-1.8%
O=[N+]([O-])c1cccc(-c2ccc(C(=S)N3CCOCC3)o2)c1	18.6%	0.0%	-5.1%	1.3%	3.4%
COc1cc2cc(CCCOC(=O)c3ccc(Br)cc3)oc(=O)c2cc1OC	.	-1.5%	.	0.2%	1.9%
CCOC(=O)c1c(NC(=O)C[n+]2ccc(N(C)C)cc2)sc(C)c1C	16.3%	-4.0%	1.6%	i	-4.4%
Brc1cccc(OCCOCCn2ccnc2)c1	33.4%	-7.9%	-4.0%	0.8%	-5.1%	VEEV TC-83 Vero 10K pilot screen=0.4
CC(=O)OC1N=C(c2ccc(Cl)cc2)c2cc(Br)ccc2NC1=O (stereo not given)	-2.8%	10.9%	-2.8%	3.9%	-2.6%
CCOC(=O)N1CCC(N(C(=O)Nc2ccccc2)C(C)CC)CC1 (stereo not given)	-1.4%	-17.5%	-6.0%	0.1%	2.4%
CCOCCCNC(=O)C(c1ccc(C)cc1)N(Cc1cccs1)C(=O)c1ccccn1 (stereo not given)	-12.8%	7.5%	-8.7%	7.4%	11.2%
Cc1onc(-c2c(F)cccc2Cl)c1C(=O)NC(=S)NC1CCSC1=O (stereo not given)	-2.9%	4.2%	16.1%	0.4%	-2.1%
Cc1cc(C=O)c(C)n1-c1ccc(N2CCCC2)c([N+](=O)[O-])c1	8.1%	1.3%	-2.9%	4.6%	2.5%
CC1(C)C2CCC1(CS(=O)(=O)NCc1ccc(Cl)cc1Cl)C(=O)C2 (stereo not given)	13.4%	7.8%	3.6%	i	1.2%
CCN(CC)CCn1c2c(c(SCC(=O)Nc3nc4ccccc4s3)nc1=O)CCC2	-4.5%	0.1%	6.3%	7.6%	-5.8%
COc1ccc(NC(=O)C(=O)c2cn(CC(=O)N3CCCC3)c3ccccc23)c(OC)c1	4.5%	5.3%	-6.7%	3.3%	16.0%

6 records picked at random from those above:
SMILES	M. tuberculosis	H37Rv inhibition	Salmonella PhoP GFP	VEEV TC-83 Vero	H1N1 NS1A inhibition	others
CCOC(=O)N1CCC(N(C(=O)Nc2ccccc2)C(C)CC)CC1 (stereo not given)	-1.4%	-17.5%	-6.0%	0.1%	2.4%
COc1ccc(NC(=O)C(=O)c2cn(CC(=O)N3CCCC3)c3ccccc23)c(OC)c1	4.5%	5.3%	-6.7%	3.3%	16.0%
CC(=O)OC1N=C(c2ccc(Cl)cc2)c2cc(Br)ccc2NC1=O (stereo not given)	-2.8%	10.9%	-2.8%	3.9%	-2.6%
CCOC(=O)c1c(NC(=O)C[n+]2ccc(N(C)C)cc2)sc(C)c1C	16.3%	-4.0%	1.6%	i	-4.4%
Brc1cccc(OCCOCCn2ccnc2)c1	33.4%	-7.9%	-4.0%	0.8%	-5.1%	VEEV TC-83 Vero 10K pilot screen=0.4
CCN(CC)CCn1c2c(c(SCC(=O)Nc3nc4ccccc4s3)nc1=O)CCC2	-4.5%	0.1%	6.3%	7.6%	-5.8%

Next records.
SMILES	M. tuberculosis	H37Rv inhibition	Salmonella PhoP GFP	VEEV TC-83 Vero	H1N1 NS1A inhibition	others
CC1CCCCN1C(=O)CSc1nc(N)cc(=O)[nH]1 (stereo not given)	-17.4%	-5.6%	6.3%	0.8%	-0.3%
COC(=O)Cn1c(CN2CCN(c3ccccc3F)CC2)nc2c1c(=O)n(C)c(=O)n2C	.	.	.	0.8%	5.3%
COc1ccc(OCCN2C(=O)c3ccccc3C2=O)cc1	5.7%	-2.0%	4.4%	1.2%	-25.9%
CCCc1[nH][nH]c(=O)c1C(c1cccc(Cl)c1)C(C#N)C#N (stereo not given)	10.2%	-2.7%	0.3%	6.2%	3.2%
COc1ccc(C2CC(=O)Oc3cc4c(cc32)OCO4)cc1 (stereo not given)	.	.	.	0.1%	-14.9%
CN(C)C(CNC(=O)c1cccc(NS(=O)(=O)c2ccc(Br)cc2)c1)c1ccco1 (stereo not given)	1.8%	-6.9%	7.1%	4.8%	-3.4%
COc1ccc(OCc2cc(C(=O)NC(C)c3cnn(C)c3)no2)c(Cl)c1 (stereo not given)	32.0%	1.8%	-2.5%	3.4%	-12.5%

Bioassay records from PubChem BioAssay.
